Screening results deposited in PubChem by National Center for Advancing Translational Sciences (NCATS).
Casp1 inh = allosteric or competitive inhibitors of human caspase-1 | P29466 | Caspase-1 enzyme, Ac-WEHD-AFC fluorogenic rate | Potency, µM (series often up to 57.5 µM), for the others: at the top dose activity change, negative = inhibition, most hits filed as inhibitors | 0.03% of 75,000 active | AID 900;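 also: potency is read from the fitted curve at half-maximal effect; plate controls were vehicle for no effect and no substrate for full effect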
UbGFP stabilizer = ubiquitin-GFP accumulation via proteasome inhibition; Potency, µM (titrated, usually from 45.9 µM), inactives show at the highest dose activation (GFP accumulation), hits mostly activators; Ubiquitin-GFP reporter cells, proteasome inhibition, GFP fluorescence; response scale: untreated = 0%, 10 µM MG-132 = 100%; AID 526; 67,000 tested, under 10 active; active = well fitted activation curve with a large enough effect, not every such curve was filed as active; inconclusive = small, poorly fitted or top-dose-only effect, or another doubt; inactive = no such curve, though single readings can be large or run the other way; also: potency is read from the fitted curve at half-maximal effect
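Reporter cells (U2OS, ubiquitin-G76V-GFP fusion) are plated overnight, then treated 4 hr at 37 °C with compound titrations from 46 uM down to 2.9 nM. Activity is scaled against untreated cells and 10 uM MG-132.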
BRCT PPI green = blocks human BRCA1 BRCT binding to phosphopeptide, green readout. P38398. BRCA1 BRCT-phosphopeptide binding, green fluorescence polarization. Potency, µM (doses to about 76.9 µM), without a hit: at the highest dose activity change, negative = inhibition, most hits filed as inhibitors. 0.05% of 75,000 active;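 also: potency is read from the fitted curve at half-maximal effect; plate controls were peptide without protein for full effect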
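Fluorescence polarization: His-tagged BRCT (~35 kDa BRCA1 C-terminus, 250 nM) bound to 100 nM fluorescein-labeled phosphorylated 10-aa BACH1 peptide, pH 7.3 phosphate buffer with DTT and Tween 20. Compounds incubated 12 min at room temperature; inhibition read as lowered polarization.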
Caspase-7 inhib = blocks human caspase-7 allosterically or competitively | recombinant caspase-7, Ac-DEVD-AFC fluorescence rate | Potency, µM (doses to about 57.5 µM), inactives show top-dose activity change, negative = inhibition, most hits filed as inhibitors | P55210 | 0.02% of 75,000 active; active = well fitted inhibition curve with a large enough effect in the main read-out, with a control signal flat, not every such curve was filed as active; inconclusive = small, poorly fitted or top-dose-only effect, or a change in a side signal; also: potency is read from the fitted curve at half-maximal effect; % of control where 0% means no effect
Target sequence (P55210 24-198 limits assumed): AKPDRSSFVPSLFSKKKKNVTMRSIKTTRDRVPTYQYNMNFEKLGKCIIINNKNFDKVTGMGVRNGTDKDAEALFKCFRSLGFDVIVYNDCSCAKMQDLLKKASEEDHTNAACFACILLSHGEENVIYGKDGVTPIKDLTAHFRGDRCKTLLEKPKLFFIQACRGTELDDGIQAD
Target sequence (P55210 207-303 limits assumed): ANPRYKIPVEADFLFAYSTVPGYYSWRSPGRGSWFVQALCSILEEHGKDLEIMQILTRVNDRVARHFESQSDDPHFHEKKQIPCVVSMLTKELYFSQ
HEK293 cAMP cs = parental HEK293 cAMP activation (counter-screen); parental HEK293 CNG cAMP sensor, membrane potential fluorescence; Potency, µM (top dose mostly 57.1 µM), for inactives: at the highest dose activation, actives largely listed as activators; 2.5% of 73,000 active; AID 938; also: potency is read from the fitted curve at half-maximal effect; % of control where 0% means no effect; nearly all actives have a fitted effect of over 55% in size
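Counterscreen for endogenous-receptor signalling: CNG-channel HEK 293 cells report cAMP rise by membrane depolarization. After 60 min dye equilibration with 100 uM RO 20-1724, compounds incubated 30 min before bottom-read fluorescence at 590 nm.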
BRCT PPI red = BRCT-phosphoprotein interaction inhibition (red fluorophore). P38398. BRCT-phosphopeptide binding, red fluorescence polarization. Potency, µM (titrated, usually from 76.9 µM), for inactives: at the highest dose activity change, negative = inhibition, hits mostly inhibitors. 0.03% of 75,000 active; also: % is scaled to controls: 0 for no effect and ±100 for the full control effect
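Fluorescence polarization: 100 nM His-tagged BRCA1 BRCT with 100 nM TAMRA-labelled phospho-BACH1 decapeptide, phosphate buffer pH 7.3 with 150 mM NaCl, DTT, 0.01% Tween 20; 12 min RT. Binding inhibition seen as FP decrease.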
A350 autofl = compound fluoresces in the Alexa 350 spectral region; 11% of 59,000 active; Compound autofluorescence, 340/450 nm, Alexa 350 dye-equivalents; hits give high values; AID 590; max dye-equivalent concentration, M; in the data active = max dye-equivalent concentration above about 10 nM; inconclusive = mostly about 1.1 nM to 9.6 nM
Fluorescein fluor = compound fluoresces in the fluorescein spectral region | Compound autofluorescence, 480/540 nm, fluorescein-equivalent; hits give high values | max fluorescein-equivalent concentration, M | 0.91% of 59,000 active | AID 593; in the data active = max fluorescein-equivalent concentration above about 10 nM; inconclusive = between about 1.1 nM and that limit
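Read-out is intrinsic compound fluorescence at 480/540 nm (excitation/emission), expressed as dye-equivalent concentration using a fluorescein standard series run on every plate. Compounds sat 15 min at room temperature in 100 mM Tris, pH 8.0.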
USP2a inh = blocks human ubiquitin-specific protease USP2a; USP2a enzymatic assay, qHTS inhibition; AID 927; Potency, µM (titrated, usually from 38.3 µM), inactives show top-dose activity change, negative = inhibition, actives largely listed as inhibitors; O75604; 0.1% of 60,000 active;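 also: potency is read from the fitted curve at half-maximal effect; nearly all actives have a fitted effect of over 60% in size; plate controls were DMSO for no effect and NEM full inhibition control for full effect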
Target sequence (O75604 whole entry, looked up): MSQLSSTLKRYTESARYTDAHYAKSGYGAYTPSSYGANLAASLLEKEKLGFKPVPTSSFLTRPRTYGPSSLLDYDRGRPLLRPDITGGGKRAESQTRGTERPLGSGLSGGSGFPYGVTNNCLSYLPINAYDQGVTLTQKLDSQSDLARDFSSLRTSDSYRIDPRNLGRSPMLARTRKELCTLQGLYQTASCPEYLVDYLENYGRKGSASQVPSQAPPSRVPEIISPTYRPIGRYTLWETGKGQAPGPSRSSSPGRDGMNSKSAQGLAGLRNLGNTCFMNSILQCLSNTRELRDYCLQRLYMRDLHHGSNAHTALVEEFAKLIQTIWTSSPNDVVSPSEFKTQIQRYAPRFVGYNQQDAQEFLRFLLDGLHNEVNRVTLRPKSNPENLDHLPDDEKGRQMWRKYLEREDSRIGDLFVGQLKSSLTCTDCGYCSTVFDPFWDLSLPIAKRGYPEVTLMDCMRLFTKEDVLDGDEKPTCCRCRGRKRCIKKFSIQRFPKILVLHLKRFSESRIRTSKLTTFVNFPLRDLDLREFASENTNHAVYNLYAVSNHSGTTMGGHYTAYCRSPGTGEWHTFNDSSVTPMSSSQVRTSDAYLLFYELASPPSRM
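USP2 core (20 nM final) was preincubated with compound for 30 min at RT in 20 mM Tris-HCl pH 8.0, 2 mM CaCl2, 2 mM beta-mercaptoethanol; Ub-PLA2 (20 nM) plus NBD C6-HPC (20 uM) then added, fluorescence read after 2.5 h.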
GFP derepression = derepresses silenced GFP locus in mouse C127i cells; mouse C127i GFP locus derepression, cytometry, 30 h; Potency, µM (series often up to 46.1 µM), inactives show at the highest dose GFP derepression (activation); 0.09% of 68,000 active; also: % of control where 0% means no effect
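Read-out is the number of GFP-positive cells, scored as fluorescent objects 20 to 120 um wide, reflecting derepression of a silenced CMV-GFP reporter in murine C127i cells after 30 h compound exposure at 37 C.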
4MU fluor = 4-MU region autofluorescence; 11% of 59,000 active; compound autofluorescence, 340/450 nm, 4-MU equivalents; hits give high values; max dye-equivalent concentration, M; in the data active = max dye-equivalent concentration above about 10 nM; inconclusive = mostly about 1.1 nM to 9.6 nM
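Compounds in 100 mM Tris, pH 8.0, sat 15 min at room temperature before fluorescence was read at 340 nm excitation/450 nm emission; a per-plate six-point 4-MU standard curve converted signals to dye-equivalent concentration at each compound concentration.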
Numbers without * were called inactive; i = inactive; ? = inconclusive; / = no result given; [ ] = remark or other dose. Unless noted, calls follow the shape of the dose curve; as a rule, active = well fitted curve in the direction sought with a large enough effect; inconclusive = small, poorly fitted or top-dose-only effect, or another doubt; inactive = no such curve, though single readings can be large; an effect the other way counts as inactive or inconclusive. A portion of the library (hit frequency here may not be typical).

No.	compound	HEK293 cAMP cs	BRCT PPI green	UbGFP stabilizer	A350 autofl	GFP derepression	Fluorescein fluor	BRCT PPI red	4MU fluor	USP2a inh	Casp1 inh	Caspase-7 inhib
1	CCCn1cc(S(=O)(=O)CC(=O)Nc2ccc(OCC)cc2)c2ccccc21	?	2.5%	-1.0%	i	1.5%	i	0.8%	i	15.0%	-1.2%	0.0%
2	Cn1nnnc1SCC(=O)NC(=O)Cc1ccccc1	-7.3%	-3.6%	-0.7%	i	-1.9%	i	-0.9%	i	-4.4%	-0.2%	-0.6%
3	Cc1cc(C)n(-c2nc3c(c(=O)[nH]c(=O)n3C)n2C(C)C)n1	1.3%	-1.4%	-2.6%	i	-3.5%	?	-1.4%	i	-5.4%	1.6%	6.8%
4	CN(CC(=O)Nc1sccc1C#N)C1CCCCC1	2.7%	3.0%	-1.2%	i	-1.2%	?	-4.2%	i	43.8%[activator]	-15.7%	?
5	CCSC1=C(C#N)C2(CCCCC2)C(C#N)C(=O)N1 (stereo not drawn)	-8.1%	-0.2%	3.7%	/	0.0%	/	-0.7%	/	-9.4%	-8.3%	-5.8%
6	COc1cccc(CCc2ccccc2OCC[C@@H]2C[C@@H](O)CN2C)c1	?	-1.9%	/	/	/	/	0.4%	/	/	3.7%	2.2%
7	O=C1Nc2ccccc2C(O)(C(=O)N2CCCCC2)N1c1ccccc1 (stereo not drawn)	-8.7%	-2.5%	8.6%	/	0.1%	/	-0.1%	/	9.8%	-3.4%	-1.2%
8	Cc1cc(OCn2ccc(C(=O)O)n2)ccc1Cl	1.5%	-1.0%	-6.0%	i	1.1%	i	1.4%	i	3.9%	1.7%	0.7%
9	COc1cc(OC)cc(C(=O)Nc2cccc(NC(C)=O)c2)c1	17.1%	-0.7%	-10.4%	/	2.2%	/	-0.6%	/	1.1%	-1.8%	-3.5%
10	CCOC(=O)N1CCN(C(=O)c2cc3c(=O)n(C)c4ccccc4c3n2C)CC1	-3.7%	13.4%	-12.9%	/	/	/	-4.5%	/	/	0.1%	-2.0%
11	COc1ccc(OC)c(S(=O)(=O)N(C)CC(=O)N2CCN(c3ccc(F)cc3)CC2)c1	1.7%	-0.9%	-2.7%	i	-1.6%	i	-2.3%	i	10.3%	0.2%	-0.5%
12	O=C(NCc1ccco1)c1cc(S(=O)(=O)N2CCOCC2)ccc1Cl	?	-1.7%	?	/	-1.6%	/	-2.2%	/	21.2%[7.66 µM]	-0.7%	-0.4%
13	NC(=O)C1CCCN(S(=O)(=O)c2ccc(Br)cc2)C1 (stereo not drawn)	-1.9%	-0.2%	5.2%	?	0.3%	i	-2.9%	?	0.6%	1.1%	-0.3%
14	Cc1n[nH]c(C)c1C(=O)CC1(O)C(=O)N(CCc2ccccc2)c2ccc(Cl)cc21 (stereo not drawn)	10.5%	-1.1%	-3.9%	i	-1.7%	i	-0.4%	i	41.9%[activator]	-0.8%	-2.3%
15	Cc1cc(NC(=O)CCc2ccc(C)o2)no1	2.6%	-2.2%	-7.0%	i	-2.0%	?	1.0%	i	-3.0%	0.2%	-1.8%
16	COc1cc(C2C(=O)N(C3CCCC3)CC(=O)N2Cc2ccco2)ccc1OC(C)C (stereo not drawn)	?	-7.6%	11.0%	i	-0.1%	?	1.2%	i	-2.2%	2.4%	-0.8%
17	CCOCCn1cnc2sc(C(=O)NCC(=O)OCC)c(C)c2c1=O	-7.2%	-0.7%	2.8%	i	0.2%	i	-1.1%	i	3.3%	2.9%	-0.8%
18	Cc1ccc(S(=O)(=O)C2(S(=O)(=O)c3ccc(C)cc3)CCCC2)cc1	24.3%	1.2%	/	/	/	/	0.3%	/	/	-1.6%	5.1%
19	CCSc1nc2c(c(=O)n1Cc1ccccc1)SC(C)C2 (stereo not drawn)	?	-3.2%	10.6%	i	0.0%	i	0.7%	i	?	-2.6%	-6.0%
20	Cc1nn2c(N3CCOCC3)c3c(nc2c1-c1ccccc1)CCCC3	-5.4%	-4.3%	-2.7%	?	6.4%	i	0.5%	?	-6.1%	-2.6%	-1.5%
21	S=C(c1ccc(N2CCCC2)cc1)N1CCCCC1	-6.1%	-0.1%	2.1%	i	1.6%	?	-1.0%	i	14.8%	-5.0%	-8.5%
22	CC1CCC(C(=O)NC(C(=O)N2CCC(N3CCCCC3)CC2)C(C)C)CC1 (stereo not drawn)	8.2%	-5.4%	15.0%	i	2.4%	?	-3.3%	i	-1.4%	3.7%	-0.8%
23	CCOC(=O)c1ccc(N2C(=O)CC(NC3CCN(C(=O)c4ccc(F)cc4)CC3)C2=O)cc1 (stereo not drawn)	-0.7%	0.1%	1.3%	i	-4.8%	i	-0.2%	i	13.9%	-0.5%	0.0%
24	Cc1ccc(C)c(NC(=O)CSc2nnc(-c3ccccc3)n2N)c1	-11.6%	-1.5%	13.6%	i	2.0%	i	1.0%	i	10.0%	-0.4%	1.0%
25	CC(C)n1c(NCc2cccs2)nc2ccccc21	0.9%	-0.7%	2.1%	i	2.6%	?	1.0%	i	-14.0%	-4.8%	-4.5%
26	c1ccc(CSc2nnc(-c3cccs3)o2)cc1	?	3.0%	2.6%	i	0.1%	i	0.4%	i	-21.3%	-2.6%	-4.5%
27	O=C(NC(NC1CCS(=O)(=O)C1)C(=O)c1ccccc1)c1ccc(Cl)cc1 (stereo not drawn)	7.4%	-0.5%	4.5%	?	0.0%	i	1.1%	?	6.7%	-1.1%	-1.8%
28	COC(=O)c1cccc(NC2CC(=O)N(c3ccc(OC)c(OC)c3)C2=O)c1 (stereo not drawn)	9.5%	-1.4%	-3.8%	?	-1.0%	i	0.1%	?	7.3%	2.4%	0.2%
29	O=C(CSc1nnnn1-c1ccccc1)Nc1nsc(-c2ccccc2)n1	18.7%	-3.5%	-3.9%	i	3.7%	i	-1.1%	i	-1.6%	-1.3%	1.2%
30	COC(=O)c1ccc(CSc2nc3ccccc3s2)o1	?	0.7%	-3.5%	i	1.4%	i	0.4%	i	-0.1%	0.1%	-3.0%
31	O=C(CCCc1nc2ccccc2s1)N1CCN(S(=O)(=O)c2cccs2)CC1	?	0.0%	-1.4%	i	1.6%	i	-0.8%	i	18.5%	0.4%	-4.2%
32	COc1ccccc1-c1nnc2sc(COc3ccc(Cl)cc3Cl)nn12	?	0.4%	0.9%	?	2.2%	i	-0.5%	i	25.6%	-2.2%	-3.4%
33	CCN1C(=O)C(O)(CC(=O)c2ccc3c(c2)OCCO3)c2ccccc21 (stereo not drawn)	24.0%	0.4%	-9.4%	/	-2.3%	/	2.1%	/	/	5.2%	-3.6%
34	COc1ccc(-c2cc(C(F)(F)F)nc(N3CCOCC3)n2)cc1OC	?	-2.9%	5.6%	2.96e-08M*	-2.9%	?	0.0%	3.51e-08M*	26.5%	-2.3%	-1.2%
35	CCCc1nnc(SCC(=O)N2CCCC2)n1CC1CCCO1 (stereo not drawn)	2.3%	0.3%	2.6%	i	-1.3%	i	0.3%	i	-2.4%	-8.7%	-13.1%
36	COc1cccc(OC)c1OCCNCC1COc2ccccc2O1 (stereo not drawn)	/	-1.8%	/	/	/	/	1.4%	/	11.6%	-2.3%	0.2%
37	O=C(CC1Nc2ccccc2NC1=O)NCc1cccnc1 (stereo not drawn)	14.3%	0.4%	5.7%	2.13e-07M*	2.9%	i	-0.3%	1.87e-07M*	-0.8%	-4.8%	-5.5%
38	COc1ccc(CCNS(=O)(=O)c2ccc3c(c2)CCN3C(=O)CCC(=O)O)cc1OC	7.7%	-1.7%	-4.9%	i	0.0%	i	-2.4%	i	1.7%	1.9%	-0.5%
39	CC(C)C(=O)N1c2ccccc2NC2=C(C(=O)CCC2)C1c1ccc(N(C)C)cc1 (stereo not drawn)	-1.0%	1.7%	-6.5%	i	-2.8%	i	0.9%	i	14.5%	1.4%	0.6%
40	Cc1nnc(SCC(=O)Nc2sccc2C(N)=O)n1Cc1ccccc1	-2.2%	-0.9%	2.6%	i	-0.1%	i	1.5%	i	8.2%	-0.3%	-3.9%
41	Cn1cnnc1SCc1ccc(C#N)cc1Cl	2.9%[11.4 µM]	-0.9%	9.1%[9.17 µM]	/	0.0%	/	-0.3%	/	0.5%[7.66 µM]	-0.4%	0.0%
42	Cn1nnnc1SCc1ccc(F)cc1	4.1%	-2.1%	9.3%	/	3.6%	/	0.7%	/	5.1%	0.0%	1.9%
43	CCOC(=O)Cn1nc(-c2ccc(Cl)cc2)cc1N	?	0.6%	3.2%	i	0.0%	?	-0.6%	i	8.9%	-3.4%	-0.8%
44	c1ccc2oc(SCc3cn4ccccc4n3)nc2c1	?	0.7%	5.6%	i	-1.6%	?	-0.4%	i	4.5%	-1.3%	-0.7%
45	COc1ccc(CCNC(=O)CSc2nc(N)c3c(C)c(C)oc3n2)cc1OC	-1.8%	1.8%	-1.1%	i	0.2%	?	-0.2%	i	10.0%	-2.3%	0.1%
46	Cc1c(C(O)CN2CCC(C(N)=O)CC2)c2ccccc2n1C (stereo not drawn)	2.9%	-2.1%	0.9%	i	3.7%	i	0.3%	i	-1.1%	-0.4%	-3.0%
47	Cn1c(CSCc2ccc(Cl)c(Cl)c2)nnc1SCC(=O)Nc1nccs1	15.2%	-1.0%	4.8%	i	4.0%	?	-0.5%	i	18.8%	-1.4%	-1.0%
